IDE act = boosts human insulin-degrading enzyme activity in HEK cells. P14735. FAbeta-B cleavage, fluorescence polarization; 0% vehicle, 100% cell-free pure enzyme wells. activation, % at 5.96 µM. hit rate 0.073% among 340,000;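 active = activation above the mean of all tested compounds plus 3 SD, set per screening campaign, cut at about 17% in these data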
Target sequence (P14735 whole entry, looked up): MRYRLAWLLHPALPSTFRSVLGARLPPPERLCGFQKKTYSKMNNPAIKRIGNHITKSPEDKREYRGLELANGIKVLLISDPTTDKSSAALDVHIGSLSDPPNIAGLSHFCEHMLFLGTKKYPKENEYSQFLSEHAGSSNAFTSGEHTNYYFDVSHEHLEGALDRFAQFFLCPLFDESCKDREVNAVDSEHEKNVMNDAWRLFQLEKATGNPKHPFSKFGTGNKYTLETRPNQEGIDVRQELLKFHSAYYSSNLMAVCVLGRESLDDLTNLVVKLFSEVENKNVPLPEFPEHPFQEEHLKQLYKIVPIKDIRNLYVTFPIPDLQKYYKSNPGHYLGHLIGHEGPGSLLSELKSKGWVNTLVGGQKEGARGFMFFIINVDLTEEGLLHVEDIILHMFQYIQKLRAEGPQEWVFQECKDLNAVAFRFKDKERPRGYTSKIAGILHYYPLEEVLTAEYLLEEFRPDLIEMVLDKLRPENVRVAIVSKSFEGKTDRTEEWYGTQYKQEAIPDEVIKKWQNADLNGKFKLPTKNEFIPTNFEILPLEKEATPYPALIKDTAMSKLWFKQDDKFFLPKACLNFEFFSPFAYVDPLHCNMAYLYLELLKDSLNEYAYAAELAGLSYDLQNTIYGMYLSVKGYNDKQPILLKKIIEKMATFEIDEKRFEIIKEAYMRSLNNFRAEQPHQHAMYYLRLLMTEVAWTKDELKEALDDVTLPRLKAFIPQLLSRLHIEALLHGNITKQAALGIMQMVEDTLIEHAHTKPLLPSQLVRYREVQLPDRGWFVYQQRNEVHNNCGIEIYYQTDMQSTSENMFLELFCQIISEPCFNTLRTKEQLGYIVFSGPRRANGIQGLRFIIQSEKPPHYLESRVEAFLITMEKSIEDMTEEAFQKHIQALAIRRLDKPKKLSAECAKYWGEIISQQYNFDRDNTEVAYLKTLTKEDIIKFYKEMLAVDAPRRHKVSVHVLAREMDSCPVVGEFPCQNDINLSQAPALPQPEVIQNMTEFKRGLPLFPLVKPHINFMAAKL
IDE inh = inhibitors of human insulin-degrading enzyme in cells; P14735; HEK cells, FAbetaB cleavage, fluorescence polarization; inhibition, % at 5.59 µM; hit rate 0.41% among 320,000; AID 434962;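 active = percent inhibition above the average of all tested compounds plus 3 SD, set per screening campaign, cut at about 16% in these data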;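 note: IDE supplied by intact live HEK cells; FP after avidin binding of uncleaved biotin substrate so inhibition keeps polarization high; 0% = DMSO wells and 100% = 60 µM reference IDE inhibitor Ii1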
An asterisk follows results filed as active.

Every second line gives: IDE act	IDE inh
#1 O=C1C(Cc2ccccc2)Nc2ncnc(N3CCCCC3)c2N1Cc1ccc(Cl)cc1 (stereo not drawn)
  2	2
#2 CCCCCCSc1cc(-c2nc3ccc(Cl)cn3c2NC2CCCCC2)ccc1OC
  6	-1
#3 S=c1[nH]nc(-c2ccco2)n1-c1ccc(Br)cc1
  3	2
#4 COc1cc2cnc(CCO[C@H]3CCCCO3)cc2cc1OC
  4	-2
#5 CC(=O)Nc1cccc(C(=O)Nc2ccc(S(=O)(=O)NC3=NCCCCC3)cc2)c1
  5	-3
#6 C[C@H]1CN([C@@H](C)CO)C(=O)Cc2cc(NC(=O)CCC(F)(F)F)ccc2O[C@H]1CN(C)CC1CC1
  6	3
#7 O=C(CN1C(=O)NC(CCc2ccccc2)C1=O)Nc1ccc(F)c(F)c1F (stereo not drawn)
  7	-4
#8 CCc1ccc([C@@H]2CC=C(C(=O)O)[C@H](c3ccc(C)cc3)N2S(=O)(=O)c2ccc(C)cc2)cc1
  2	5
#9 Cc1c(S(=O)(=O)NC2CCCCCC2)c(=O)n(C)c(=O)n1C
  2	-5
#10 Cc1ccccc1OCCOC(=O)c1cc(S(=O)(=O)N2CCCCC2)ccc1N1CCOCC1
  0	-1
#11 O=C(COC(=O)c1cccc(S(=O)(=O)N2CCOCC2)c1)NCc1ccccc1
  5	3
#12 CSc1ncccc1C(=O)OCC(=O)c1ccc[nH]1
  -1	6
#13 CN(C(=O)COC(=O)c1cnc(Cl)c(Cl)c1)C1CCCCC1
  2	-4
#14 C/C(=N\NC(=O)c1cccc(S(=O)(=O)N2CCOCC2)c1)c1ccc(OCC(=O)N(C)C)cc1
  4	3
#15 CC(=O)Nc1ccc(S(=O)(=O)N(C)CC(=O)N2CCN(C(=O)c3ccco3)CC2)cc1
  5	1
#16 C=CCn1c(SCC(=O)Nc2cc(Cl)ccc2C(=O)O)nc2sc(C)c(C)c2c1=O
  -1	1
#17 O=C(/C=C/c1ccccc1)OCC(=O)c1c[nH]c2ccccc12
  -5	2
#18 Nc1nc(SCC(=O)N2CCCc3ccccc32)n[nH]1
  3	-1
#19 CC(C)n1nc(C(=O)Nc2cccc(S(=O)(=O)N3CCCCC3)c2)c2ccccc2c1=O
  4	-3
#20 CCCCN(C1CCS(=O)(=O)C1)S(=O)(=O)c1cc(C)ccc1C (stereo not drawn)
  4	0
#21 CC1=CC(=O)C=C/C1=C(/c1ccc(O)cc1C)c1ccccc1S(=O)(=O)O
  1	-4
#22 COc1ccc(C(=O)CN2C(=O)NC3(CCCc4ccccc43)C2=O)cc1 (stereo not drawn)
  -5	1
#23 NS(=O)(=O)c1cccc(NC(=O)CSc2nnc(C3CC3)n2-c2ccccc2)c1
  3	1
#24 CC(=O)c1cccc(NC(=O)CNC(=O)c2sc3ccccc3c2Cl)c1
  7	4
#25 Cc1c(C=Nc2ccc(S(=O)(=O)CCO)cc2)c(O)[nH]c(=O)c1C#N
  0	2
#26 NC(=O)c1ccccc1OCC(=O)Nc1ccc2c(c1)CCC2
  1	4
#27 O=C1N(c2ccccc2C(F)(F)F)O[C@]1(c1ccccc1)C1CCCCC1
  5	5
#28 CC(NC(=O)c1ccc(NC(=O)CC2SC(N3CCCC3)=NC2=O)cc1)c1ccc(S(N)(=O)=O)cc1 (stereo not drawn)
  5	5
#29 CCc1ccc(C(=O)N2CCN(S(=O)(=O)c3sc(C(=O)O)c(C)c3C(=O)O)CC2)cc1
  -2	-3
#30 Cc1cccn2c(=O)c(C(=O)NC3CC(C)CC(C)(C)C3)c(O)nc12 (stereo not drawn)
  0	5

Whole records as entered above:
CCCCCCSc1cc(-c2nc3ccc(Cl)cn3c2NC2CCCCC2)ccc1OC is listed with IDE act: 6; IDE inh: -1
C[C@H]1CN([C@@H](C)CO)C(=O)Cc2cc(NC(=O)CCC(F)(F)F)ccc2O[C@H]1CN(C)CC1CC1 is listed with IDE act: 6; IDE inh: 3

From entry 23 up to 25, as listed above:
Every second line gives: IDE act	IDE inh
#23 NS(=O)(=O)c1cccc(NC(=O)CSc2nnc(C3CC3)n2-c2ccccc2)c1
  3	1
#24 CC(=O)c1cccc(NC(=O)CNC(=O)c2sc3ccccc3c2Cl)c1
  7	4
#25 Cc1c(C=Nc2ccc(S(=O)(=O)CCO)cc2)c(O)[nH]c(=O)c1C#N
  0	2

Continued:
Every second line gives: IDE act	IDE inh
#31 CN1CC(=O)N(CC(=O)Nc2ccc(OCc3ccccc3)cc2)C1=O
  6	3
#32 O=C(OCc1nc2ccsc2c(=O)[nH]1)c1cccc(S(=O)(=O)N2CCOCC2)c1
  1	1
#33 CCC(C)c1ccccc1N1CC(C(=O)Nc2ccc(S(=O)(=O)N3CCOCC3)cc2)CC1=O (stereo not drawn)
  2	6
#34 O=C(/C=C/c1ccccc1)OCC(=O)N1CCCC1
  2	-1
#35 O=C(COC(=O)c1ccc(O)cc1O)c1ccc2c(c1)OCCO2
  -1	11
#36 O=C(C[C@H]1C/C=C\C[C@H](NC(=O)OCC2c3ccccc3-c3ccccc32)C(=O)OC[C@@H]2CCCN2C1=O)N[C@H](CO)Cc1ccccc1
  1	5
#37 COc1ccc(CNc2ccc(S(=O)(=O)N3CCN(C)CC3)cn2)cc1OC
  -2	-7
#38 CSc1ncccc1C(=O)Nc1cccc(S(=O)(=O)N2CCCCCC2)c1
  1	-4
#39 CCN(C(=O)COC(=O)/C(C#N)=C/c1ccc(OC)cc1)C1CCS(=O)(=O)C1 (stereo not drawn)
  3	5
#40 O=C(Cc1ccsc1)N1CCN(S(=O)(=O)c2ccccc2F)CC1
  4	-2
#41 Cc1ccc(NC(=O)NC(=O)COc2c(F)c(F)cc(F)c2F)c(C)c1
  -2	1
#42 O=C(CN1C(=O)c2ccccc2C1=O)OCC(=O)N1CCN(c2ccccc2)CC1
  -2	-5
#43 COc1ccc(/C=C2\SC(=O)N(CCCC(=O)Nc3cc(Cl)ccc3C(=O)O)C2=O)cc1
  7	1
#44 Cc1nn(CC(=O)NNC(=O)c2ccc(Br)cc2)c(C)c1[N+](=O)[O-]
  2	-1
#45 O=C(C[C@@H]1C/C=C\C[C@@H](NC(=O)OCC2c3ccccc3-c3ccccc32)C(=O)OCCNC1=O)N[C@@H](CO)Cc1ccccc1
  1	-1
#46 CN1CCC(N(C)C(=O)c2cc(-c3ccc(F)cc3)nc3ccccc23)CC1
  2	7
#47 Cc1ccc(C(=O)CN(CCCC(N)=O)C(=O)c2ccncc2)cc1
  0	-2
#48 CC(C)c1cccc(C(C)C)c1NC(=O)CN1C(=O)NC2(CCCCCCC2)C1=O
  0	0
#49 O=C(C[C@@H]1C/C=C\C[C@@H](Cc2ccc(F)cc2)C(=O)OC[C@@H]2CCCN2C1=O)N[C@H](CO)Cc1ccccc1
  4	3
#50 O=C(NC1CCC(O)CC1)c1ccc2c(c1)S(=O)(=O)N=C1CCCCCN12 (stereo not drawn)
  -2	-1
#51 O=C(COC(=O)COc1cc(Cl)c(Cl)cc1Cl)NC1CC1
  4	-3
#52 CCCC(=O)Nc1ccc(S(=O)(=O)N2CCC(c3nc4ccccc4[nH]3)CC2)cc1
  -3	1
#53 COc1cccc2sc(=NC(=O)CS(=O)(=O)c3ccc(Cl)cc3)n(C)c12
  7	2
#54 Cc1c(C(=O)N2CCC3(CC2)CC(=O)c2ccccc2O3)cccc1[N+](=O)[O-]
  4	-4
#55 COc1ccc(S(=O)(=O)N2CCN(C(=O)CNC(=O)c3ccc4c(c3)OCO4)CC2)cc1
  2	1
#56 COC(=O)C1=C(C)N(Cc2ccccc2)C(=NCc2ccccc2)N[C@H]1c1cccc(C(F)(F)F)c1
  22*	6
#57 CCCCN(C(=O)Cc1ccc2c(c1)OCCO2)c1c(N)n(CCC)c(=O)[nH]c1=O
  0	0
#58 O=C(OCc1c(-c2ccccc2)ncc2ccccc12)c1ccc(F)cc1
  2	2
#59 O=S(=O)(c1cccc(F)c1)N1CCN(c2ncnc3scc(-c4ccc(F)cc4)c23)CC1
  -2	1
#60 O=C(CCc1nc2ccccc2c(=O)[nH]1)NCC(=O)Nc1ccc(F)c(F)c1
  -1	0
#61 C[C@H](CO)N1C[C@H](C)[C@@H](CN(C)C(=O)Nc2ccccc2)Oc2c(NS(=O)(=O)c3ccccc3)cccc2C1=O
  -6	3
#62 O=C(COC(=O)c1nc(Cl)c(Cl)c(Cl)c1Cl)c1ccc[nH]1
  -3	-2
#63 CCN(CC(=O)Nc1c(F)cccc1F)C(=O)c1ccc2c(c1)NC(=O)C(C)S2 (stereo not drawn)
  1	4
#64 CCOC(=O)Nc1ccc2c(COC(=O)CN(C)S(=O)(=O)c3ccc(C)cc3)cc(=O)oc2c1
  3	-1
#65 COc1cc2ccccc2cc1C(=O)OCc1nc2ccsc2c(=O)[nH]1
  -4	1
#66 CN(C(=O)Cn1nc(C(=O)O)c2ccccc2c1=O)C1(C#N)CCCCC1
  5	5
#67 Cc1ccc(OCCC(=O)NNC(=O)c2ccc(Br)cc2)cc1
  -1	4
#68 Cc1onc(-c2ccccc2Cl)c1C(=O)OCC(=O)N1CCCCC1
  3	-5
#69 CCOc1ccc(C(=O)CCC(=O)Nc2ncccc2O)cc1
  -1	8
#70 CCOC(=O)C1=C(COC(=O)c2cc(Br)c(Br)s2)NC(=O)NC1C (stereo not drawn)
  3	2
#71 CS(=O)(=O)c1cccc(-c2nnc(NC(=O)CCS(=O)(=O)c3ccccc3)o2)c1
  5	-5
#72 C[C@@]12C(=O)Nc3ccc(F)cc3C(=O)N1[C@H]1c3ccccc3OC[C@@H]1[C@@H]2c1ccccc1
  4	4
#73 CCOc1ccc(N2CC(C(=O)NCCCc3ccccc3)CC2=O)cc1 (stereo not drawn)
  2	-2
#74 Cc1nn(CC(=O)NC2CCS(=O)(=O)C2)c(C)c1[N+](=O)[O-] (stereo not drawn)
  -4	1
#75 COc1cc(C(=O)NNC(=O)COc2ccc(Cl)cc2)ccc1OCC(=O)N1CCOCC1
  3	-1
#76 CCC(C)(C)C1CCc2[nH]nc(C(=O)NCCCNC(=O)OC(C)(C)C)c2C1 (stereo not drawn)
  7	2
#77 Cc1ccc(CN(C)C(=O)c2cccc(S(=O)(=O)N3CCN(Cc4ccccc4)CC3)c2)o1
  2	-2
#78 CCOc1cc2c(cc1OCC)C(c1ccc(F)cc1)NCC2 (stereo not drawn)
  3	11
#79 C#CCOCCOCCOCCNc1nc(N2CCN(C(=O)[C@H](CCCCN)n3cc([C@@H](N)C(C)CC)nn3)CC2)nc(N2CCN(C(=O)[C@H](Cc3cc4ccccc4[nH]3)n3cc([C@@H](N)C(C)CC)nn3)CC2)n1 (stereo partly drawn)
  3	5
#80 C=CCn1c(SCC(=O)N(C)C2CCS(=O)(=O)C2)nnc1-c1ccccc1 (stereo not drawn)
  0	5
#81 CCCCn1c(N)c(N(CCOC)C(=O)c2cnc(C)cn2)c(=O)[nH]c1=O
  8	0
#82 Cc1ccc(Nc2nnc(C)c3ccccc23)c(C)c1
  0	1
#83 COc1cc2c(C#CCCCO)c(-c3ccc(C#N)cc3)oc(=O)c2cc1OC
  1	1
#84 CCN(CC(=O)Nc1c(F)cccc1F)C(=O)C1CC(=O)N(c2ccc3c(c2)OCCO3)C1 (stereo not drawn)
  1	1
#85 Cc1ccc(C)c(NC(=O)COC(=O)c2cccc(S(=O)(=O)N3CCCCC3)c2)c1
  4	-3
#86 CCOC(=O)C1CCN(C(=O)COC(=O)c2ccc3[nH]c4c(c3c2)CCCC4)CC1
  3	-8
#87 COc1cc2c(CCNC(C)=O)c[nH]c2cc1Cl
  6	-1
#88 O=C(CSc1nnnn1-c1ccc(Cl)cc1)NC1CCS(=O)(=O)C1 (stereo not drawn)
  1	1
#89 CN(C(=O)COC(=O)CN1C(=O)c2cccc([N+](=O)[O-])c2C1=O)c1ccccc1
  0	-5
#90 CCN(CC)S(=O)(=O)c1cc(NC(=O)c2cccc(N3C(=O)CCC3=O)c2)ccc1Cl
  6	5

Entries listed so far printed as active in IDE act.
Every second line gives: IDE act	IDE inh
#56 COC(=O)C1=C(C)N(Cc2ccccc2)C(=NCc2ccccc2)N[C@H]1c1cccc(C(F)(F)F)c1
  22*	6

More structures
Every second line gives: IDE act	IDE inh
#91 c1ccc(-c2cncnc2)nc1
  8	1
#92 CCCCN1C(=O)c2cccc3cc(O)cc(c23)C1=O
  -10	21*
#93 N#CCN=C(c1ccccc1)c1ccccc1
  5	3
#94 O=S(=O)(c1ccccc1)[C@@]1(c2ccc(Br)cc2)C[C@@H]2ON=C(c3ccccc3)[C@@H]2C1
  7	0
#95 O=C(COC(=O)CNC(=O)c1ccc(Cl)cc1Cl)NC1CC1
  5	2
#96 CCCCCCCNC(=O)C1(CC2CC(c3cccc(Br)c3)=NO2)CCN(C(=O)CCCCCBr)CC1 (stereo not drawn)
  5	3
#97 CCCCn1c(N)c(N(CC(C)C)C(=O)c2cccc(OCc3ccccc3)c2)c(=O)[nH]c1=O
  0	-6
#98 COc1ccc2sc(-c3ccccc3OC)c(C#CC(C)(C)O)c2c1
  1	-3
#99 COc1ccc(NC(=O)CSc2nnc(C)n2N)cc1S(=O)(=O)N1CCCCC1
  7	-5
#100 CCN(C(=O)CSc1nnc(-c2c[nH]c3ccccc23)n1C1CC1)C1CCS(=O)(=O)C1 (stereo not drawn)
  3	-2
#101 CCN(C[C@H]1N[C@@](C)(C(=O)OC)[C@H]2C(=O)N(Cc3ccccc3)C(=O)[C@@H]12)S(=O)(=O)c1ccc(C)cc1
  2	0
#102 O=C(c1ccco1)N1CCN(Cc2cc(=O)c(OCc3c(F)cccc3Cl)co2)CC1
  -7	2
#103 CCNC(=O)N1CCN(CCCC(c2ccc(F)cc2)c2ccc(F)cc2)CC1
  4	0

These rows are one share of the data (hit frequency here may not be typical).
